Screening data as filed in PubChem.
ER stress death: ER stress cell death inhibition. relative survival (cellular ATP), % at 15 µg/mL (by protocol). 48,000 tested, 0.33% active. CSM14.1 thapsigargin ER stress survival, ATP luminescence;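 active means survival measured by cellular ATP above 50% at 15 µg/ml in the first screen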;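 further: cell death triggered by about 15 µM thapsigargin; ATP read 24 h after thapsigargin was added; plate controls were thapsigargin with DMSO for no effect and DMSO without thapsigargin for full effect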
Starred values were filed as active, the others as inactive.

Compound	ER stress death
CCc1ccc(/C=C(/C#N)C(N)=O)s1	2
CCOC(=O)C1=CN(c2ccc(F)cc2)C=C(C(=O)OCC)C1c1cc(OC)c(OC)c(OC)c1	7
CC(=O)c1ccc(NC(=O)C2CCCCC2)cc1	9
CSc1nc(-c2ccccc2)c(C#N)c(=O)n1C	-4
COc1ccc(C(=O)N2CCN(C(=O)c3ccccc3F)CC2)cc1	9
C=CCc1ccccc1OCCOc1cccc(/C=c2\sc3nc4ccccc4n3c2=O)c1	0
CCC(Sc1nc2ccccc2[nH]1)C(=O)Nc1ccc(S(N)(=O)=O)cc1 (stereo not drawn)	10
CCOC(=O)C1=C(C)NC(=O)/C1=C\c1cccs1	-2
CCN(CC)CCSc1nc(O)c(CC(C)C)c(=O)[nH]1	-2
COc1ccc(C(=O)NCCSc2ccccn2)cc1	6
Cn1c(=O)n(Cc2ccccc2Cl)c2ccccc21	1
NC(=O)c1cc(-c2ccc(Cl)cc2)nc2ccc(Br)cc12	15

(further entries)
Compound	ER stress death
O=C(NCCO)C(=O)NCCc1ccccc1	2
CCOC(=O)N1CCN(C(=O)CN(c2ccc(C)cc2)S(=O)(=O)c2ccc(F)cc2)CC1	13
COc1ccc(Oc2ccc3[nH]c4c(c3c2)CCC/C4=N/O)cc1	1
O=C1CC(NC2CCCCC2)C(=O)N1c1ccc(I)cc1 (stereo not drawn)	4
O=C(NN1C(=O)c2ccc([N+](=O)[O-])cc2C1=O)c1cccnc1	7
O=C(NCCCN1CCOCC1)c1cccc(F)c1	14
COc1ccc(N(CC(=O)Nc2ccccc2Cl)S(C)(=O)=O)cc1	-3
COc1ccc(CCN=Cc2c(C(F)(F)F)[nH]n(-c3nc4ccccc4s3)c2=O)cc1OC	-6
COC(=O)C1=C(C)NC2=C(C(=O)CCC2)C1c1ccc(I)cc1 (stereo not drawn)	7
O=C(COc1ccccc1)NC1CCC(CC2CCC(NC(=O)COc3ccccc3)CC2)CC1 (stereo not drawn)	0
CC(C)OCC(O)CS(=O)(=O)Cc1ccc(Cl)cc1 (stereo not drawn)	0
C(=N\c1nc2ccccc2n1CCN1CCOCC1)/c1ccc2c(c1)OCO2	6

Next part:
Compound	ER stress death
CCC(C)(C)C1CCc2c(sc(NC(=O)c3ccccc3Br)c2C(N)=O)C1 (stereo not drawn)	-1
Cc1ccc(C(=O)N/N=C/c2ccc(-c3ccc(Br)cc3[N+](=O)[O-])o2)o1	6
NC(=O)c1cccc(N=Cc2cc(Cl)cc(Cl)c2O)c1	5
N#C/C(=C\c1ccc(-c2ccccc2)o1)C(=O)Nc1ccc(C#N)cc1	-3
Cc1[nH]nc2c1C(c1cc([N+](=O)[O-])ccc1O)C(C#N)=C(N)O2 (stereo not drawn)	12
S=C(c1ccc(-c2ccccc2Cl)o1)N1CCOCC1	5
Cc1ccc(C(=O)Nc2c(C(=O)N3CCN(Cc4ccccc4)CC3)cnn2-c2ccccc2)cc1	8
CC(C)C(=O)Nc1ccc(I)cc1Cl	0
CCc1nn2c(C)c(C)c(C)nc2c1C	0
Cc1cc(C)c(S(=O)(=O)Nc2ccc(Br)c3cccnc23)c(C)c1	-2
CCN1C(=O)/C(=C/c2ccc(C(C)(C)C)cc2)SC1=S	4
O=C1CSC(=S)N1/N=C/c1c(Cl)cccc1Cl	3

(cont.)
Compound	ER stress death
Cc1nnc(Sc2nc(Sc3nnc(C)s3)nc(N3CCN(C)CC3)n2)s1	-3
CC1CCCC(C)N1C(=O)c1ccc(F)cc1F (stereo not drawn)	1
COc1ccc(CCNC(=O)/C=C/c2ccc([N+](=O)[O-])cc2)cc1	6
O=C(/C=C/c1cccc([N+](=O)[O-])c1)Nc1ccc2nn(-c3ccccc3)nc2c1	0
CCOc1ccc(CN2CCN(C(=O)c3cccs3)CC2)cc1	2
NC1=NC(=O)/C(=C/c2cccc(OS(=O)(=O)c3ccc4ccccc4c3)c2)S1	-5
C[n+]1ccc(/C=C/c2ccc3c(c2)OCO3)cc1	-8
O=C(NC(=S)Nc1ccc([N+](=O)[O-])cc1)c1ccc(Cl)cc1	0
Cc1c(Br)c(C(F)(F)F)nn1CC(=O)NCc1cccs1	4
CC1=C(C(=O)Nc2ccccc2C)C(c2ccc3c4c(cccc24)CC3)NC(=S)N1 (stereo not drawn)	2
Cc1ccc2[nH]c3nc(N/N=C/c4cccs4)nnc3c2c1	5
Cc1cc(C)cc(NC(=O)c2ccncc2)c1	8

(cont.)
Compound	ER stress death
C/C(=N\N1CCN(c2ccccc2)CC1)c1ccco1	11
COC(=O)c1cc(Cl)c(NC(=O)c2cc(OC)c(OC)c(OC)c2)cc1OC	10
NNC(=O)c1cc(C2CC2)nc2ccc(Br)cc12	-1
O=C(N/N=C/c1ccccn1)c1ccc(O)cc1O	-5
Cc1cnn(-c2cc(N/N=C/c3ccccc3)ncn2)c1	18
O=c1oc2cc(OC/C=C/c3ccccc3)ccc2c2c1CCCC2	4
O=C(COc1ccc2cc(-c3nc4ccccc4s3)c(=O)oc2c1)OCc1ccccc1	0
CCN(CC)c1ccc(/C=C2\SC(=S)NC2=O)c(OC)c1	6
CCOc1ccc2nc(SC)nc(C)c2c1	0
COc1ccccc1-c1coc2cc(OC(=O)c3c(C)cc(C)cc3C)ccc2c1=O	-2
COc1cc(C(=O)N2c3ccccc3-c3c(ssc3=S)C2(C)C)cc(OC)c1OC	-1
O=C(NC(=S)Nc1ccc2oc(-c3cc(I)ccc3Cl)nc2c1)c1ccco1	9

(further entries)
Compound	ER stress death
O=C1NC(=O)/C(=C\c2ccc(OCc3ccc(F)cc3)cc2)N1	0
Cc1cc(C(C)(C)C)ccc1OC(=O)Nc1ccccc1	1
COc1cc(C(=O)N/C(N)=N/c2nc3ccccc3o2)cc(OC)c1OC	-1
[O-][n+]1cc(O)c(Br)c2ccccc21	-4
COc1cc2c(cc1NC(=O)c1c(-c3c(Cl)cccc3Cl)noc1C)oc1ccccc12	1
O=C1NC(=S)N(C(=O)c2ccc(F)cc2)/C1=C/c1ccc(Br)cc1	5
COc1ccc(Cl)cc1NC(=O)C1=C(C)NC(=O)NC1c1ccc(Br)cc1 (stereo not drawn)	0
Cc1cccc(-n2c(SCC(=O)c3ccccc3)nc3ccccc3c2=O)c1	5
C(=N\N1CCN(Cc2cccc3ccccc23)CC1)/c1ccccn1	4
Cc1ccc(C)c(C(=O)CSc2n[nH]c(-c3ccccc3)n2)c1	8
CCOC(=O)c1c(C)[nH]c(N=Nc2ccccc2C)c1C	11
COc1cccc(C(=O)N2CCN(Cc3ccc(Cl)cc3)CC2)c1	-6

Going on with the list.
Compound	ER stress death
CCCN(CCC)C(=O)c1ccc(C(=O)c2cc(OC)ccc2OC)cc1	1
COc1ccc([N+](=O)[O-])cc1NC(=O)/C=C/c1ccccc1	4
CS(=O)(=O)N(CC(=O)Nc1ccccc1Cl)c1ccc(Cl)cc1	2
C=CCc1cccc(/C=N/NC(=O)c2cc(C(C)(C)C)[nH]n2)c1O	18
Brc1ccccc1OCCCCCCN1CCCCC1	-10
CSc1nnc(-c2ccco2)n1-c1ccccc1	0
S=c1[nH]c2ccccc2n1CCOc1ccccc1	8
CC(=O)N1C(=O)/C(=C\C(=O)c2ccc([N+](=O)[O-])cc2)c2ccccc21	-6
O=C1CC(NCc2ccc3c(c2)OCO3)C(=O)N1c1ccc(Br)cc1 (stereo not drawn)	6
CSc1nc2ccc(NC(=O)c3cccs3)cc2s1	-4
O=C(NCCCO)Nc1ccc2nc(-c3ccccc3)c(-c3ccccc3)nc2c1	8
O=C1CSC2(O1)C1CC3CC(C1)CC2C3 (stereo not drawn)	3

Laid out differently: results already given
canonical_smiles: COc1ccc(C(=O)N2CCN(C(=O)c3ccccc3F)CC2)cc1
  ER stress death = 9
canonical_smiles: C=CCc1ccccc1OCCOc1cccc(/C=c2\sc3nc4ccccc4n3c2=O)c1
  ER stress death = 0
canonical_smiles: CCC(Sc1nc2ccccc2[nH]1)C(=O)Nc1ccc(S(N)(=O)=O)cc1 (stereo not drawn)
  ER stress death = 10
canonical_smiles: CCOC(=O)C1=C(C)NC(=O)/C1=C\c1cccs1
  ER stress death = -2

(list continues)
Compound	ER stress death
CC(C)(C)c1ccc(/C=C/C(=O)NCc2cccnc2)cc1	-4
Cc1cccc(C)c1NC(=O)C(C)Oc1cccc(Cl)c1 (stereo not drawn)	-3
COc1ccc(C2C=C(Nc3ccccc3)C(=O)N2c2ccccc2)c(OC)c1 (stereo not drawn)	-6
CCc1c(O)nc(SCC(=O)Nc2cccc3ccccc23)[nH]c1=O	-1
CCOC(=O)c1ccccc1NC(=O)CN(c1ccccc1CC)S(C)(=O)=O	2
c1ccc(-c2nnc(-c3ccccn3)nc2-c2ccccc2)cc1	1
Cc1ccccc1/C=C1\SC(=S)N(Cc2ccccc2)C1=O	0
CC1(C)C(c2ccccc2)=NC(c2ccc(F)cc2)N1O (stereo not drawn)	4
OC(c1ccccc1)(c1ccccc1)c1ccnn1-c1ccccc1	9
O=C(O)CCCCCN1C(=O)C(=O)/C(=C(/O)c2ccccc2)C1c1ccc(Cl)cc1 (stereo not drawn)	6
O=C(O)CCCCCC1CCNC(=O)N1 (stereo not drawn)	5
C=CCn1c(SCC(=O)NCCCO)nc2sc(C)c(C)c2c1=O	2

Next part:
Compound	ER stress death
CCOC(=O)c1c(NC(=O)Cc2ccc(OC)cc2)sc(C(=O)Nc2cc(C(F)(F)F)ccc2Cl)c1C	4
CC(C)(C)C(=O)Nc1cccc(C(=O)Nc2ccc(O)cc2)c1	1
CC(C)CCNS(=O)(=O)c1ccc(Cl)cc1	12
O=C1C2ON(c3ccccc3)C(c3ccccn3)C2C(=O)N1c1cccc(C(F)(F)F)c1 (stereo not drawn)	-1
COC(=O)c1ccc(/C=C2\SC(=S)N(c3cccc(C(F)(F)F)c3)C2=O)cc1	17
COc1ccc(C(NC(=O)c2cccc(OC)c2)NC(=O)c2cccc(OC)c2)cc1	1
COc1ccc(NC(=O)C(=O)N/N=C/c2cccc(OC)c2O)cc1	8
O=C(CCNc1ccc(Cl)c(C(F)(F)F)c1)c1ccco1	5
Cc1cc(F)ccc1NCc1ccccn1	-3
CC(=O)c1cccc(Nc2ncnc3ccc(Br)cc23)c1	7
O=C(CSc1ccc(/C=N/NC(=O)c2cccc(F)c2)o1)Nc1ccccc1	4
COc1ccc(S(=O)(=O)NC2CCCCCC2)cc1	3

In the list so far, four contain a cyano group:
Compound	ER stress death
CCc1ccc(/C=C(/C#N)C(N)=O)s1	2
CSc1nc(-c2ccccc2)c(C#N)c(=O)n1C	-4
N#C/C(=C\c1ccc(-c2ccccc2)o1)C(=O)Nc1ccc(C#N)cc1	-3
Cc1[nH]nc2c1C(c1cc([N+](=O)[O-])ccc1O)C(C#N)=C(N)O2 (stereo not drawn)	12

Later entries
Compound	ER stress death
CCOc1ccccc1NC(=O)c1c(-c2ccccc2)noc1C	18
O=C(CSc1nnnn1-c1ccccc1)Nc1ccccc1Br	6
CCOC(=O)C1C(=O)CC(O)(c2cccc(Br)c2)CC1C=C(Cl)Cl (stereo not drawn)	-3
Cc1ccc(C(=O)Nc2cccc3nsnc23)cc1	2
O=C(/C=C/Nc1ccc(F)c(Cl)c1)c1ccc(Br)cc1	4
O=C1C2=C(C(c3ccccc3)=NCCN2)C(c2ccc3c(c2)OCO3)N1c1ccccc1 (stereo not drawn)	-10
COc1ccc(NC(=O)c2ccc(C3SCC(=O)N3Cc3ccccc3)cc2)cc1 (stereo not drawn)	4
Cc1cc(C)nc(SCN2C(=O)c3ccccc3C2=O)n1	15
CSc1nc2[nH]c3c(c2c2nnnn12)CCCC3	10
C[C@H](NC(=O)CCc1ccccc1)c1ccccc1	-2
Cc1sc(NC(=O)c2cccnc2)nc1-c1ccc(Br)cc1	6
CCOC(=O)CC(=O)CSc1nccc(N(C)C)c1C#N	9

(next part)
Compound	ER stress death
CC(=O)C1=C(O)C(=O)N(c2nc3ccccc3s2)C1c1ccc(Cl)cc1 (stereo not drawn)	2
NC(=O)NC(c1ccccc1)c1ccccc1I (stereo not drawn)	5
O=C(NCc1cccs1)c1nn2c(C(F)(F)F)cc(-c3ccco3)nc2c1Cl	0
CN1C(=O)/C(=C\c2ccccc2OCCOCCOc2ccccc2)SC1=S	15
CN1CCN(c2ccc(/C=C3\Sc4ccccc4C3=O)cc2[N+](=O)[O-])CC1	-11
CCCCOC(=O)c1ccc(NC(=O)c2oc3ccc(C)cc3c2C)cc1	4
CC(=O)c1ccc(NC(=O)c2cc3ccccc3o2)cc1	10
O=C(Nc1c[nH]c(=O)[nH]c1=O)c1cccc(Br)c1	10
CCOc1ccc(NC(=O)c2c(NC(=O)c3ccc([N+](=O)[O-])cc3)sc3c2CCCC3)cc1	4
CC1=NN(c2nc(-c3ccc(Cl)cc3)cs2)C(=O)/C1=C\c1ccc2c(c1)OCO2	2
COc1ccc(NC(=O)c2nn3c(c2Cl)NC(c2cccs2)CC3C(F)(F)F)cc1OC (stereo not drawn)	8
O=C(Cc1ccccc1)Nc1ccc(Cc2ccncc2)cc1	10

Next structures follow.
Compound	ER stress death
O=C1C(Cl)=C(NCc2ccccc2)C(=O)N1c1ccccc1	-2
COc1ccc(NC(=O)C2CC(=O)N(c3ccc(C)cc3)C2)cc1 (stereo not drawn)	-1
O=C(O)C1CC(O)CN1C(=S)Nc1ccccc1 (stereo not drawn)	2
Nc1ccc(-c2cc(C(=O)O)c3ccccc3n2)cc1	3
COCc1cc(C)nc(N/N=C/c2c[nH]c3ccccc23)c1C#N	4
CC1(c2ccccc2)CC(O)CC(c2ccccc2)N1 (stereo not drawn)	-3
O=C(NCc1ccccc1)c1cc2cc(Br)cc(Br)c2oc1=O	11
N/C(=C\C(=O)c1ccccc1O)C(F)(F)F	15
COC(=O)CN1C(=O)/C(=C\c2cccc([N+](=O)[O-])c2)SC1=S	-6

An excerpt (hit frequency here may not be typical).
